# High-throughput results from PubChem BioAssay.
# FBW7 act – activators of human E3 ligase FBW7; normalized activity (activation), % at 26.1 µM; 650,000 compounds, 0.13% hits; Q969H0; AlphaScreen FBW7–phospho-cyclin E peptide binding, activator screen; AID 1259310; in the data active means normalized activity above about 1.9%;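 further: purified mutant Fbw7 with reduced substrate affinity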
# GPR151 activ – human GPR151 activation | Q8TDV0 | PathHunter beta-arrestin GPR151 cells, luminescence | activation, % at 11.2 µM | 650,000 compounds, 1% hits; in the data active means activation above about 4.9%;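 further: 0% = median of compound wells and 100% = cells with positive control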
# Target sequence (Q8TDV0 whole entry, looked up): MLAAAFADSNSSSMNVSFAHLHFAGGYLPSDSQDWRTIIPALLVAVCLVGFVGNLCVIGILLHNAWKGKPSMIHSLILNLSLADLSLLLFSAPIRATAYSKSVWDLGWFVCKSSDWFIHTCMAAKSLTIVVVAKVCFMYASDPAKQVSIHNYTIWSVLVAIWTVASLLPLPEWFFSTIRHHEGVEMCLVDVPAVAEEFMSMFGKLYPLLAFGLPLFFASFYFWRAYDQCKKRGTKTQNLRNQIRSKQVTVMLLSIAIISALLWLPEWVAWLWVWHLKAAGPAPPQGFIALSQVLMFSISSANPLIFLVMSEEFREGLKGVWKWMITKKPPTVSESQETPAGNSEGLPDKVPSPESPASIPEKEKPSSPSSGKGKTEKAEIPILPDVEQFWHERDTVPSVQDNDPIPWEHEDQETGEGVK
# TEAD-YAP block – TEAD-YAP interaction inhibition; HEK-TIYL cells, TEAD-Gal4/YAP UAS-luciferase luminescence; inhibition, % at 9.12 µM; 640,000 compounds, 1.4% hits; AID 1259422; in the data active means inhibition above about 32%;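 further: 0% = median of test compound wells and 100% = reference inhibitor wells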
# MITF primary – human MITF inhibition, primary screen; 650,000 compounds, 0.91% hits; inhibition, % at 2.6 µM; AID 1259374; AlphaScreen MITF homodimerization, bead proximity signal; O75030; in the data active means inhibition above about 50%;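 further: 0% = vehicle wells with protein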
# Target sequence (O75030 whole entry, looked up): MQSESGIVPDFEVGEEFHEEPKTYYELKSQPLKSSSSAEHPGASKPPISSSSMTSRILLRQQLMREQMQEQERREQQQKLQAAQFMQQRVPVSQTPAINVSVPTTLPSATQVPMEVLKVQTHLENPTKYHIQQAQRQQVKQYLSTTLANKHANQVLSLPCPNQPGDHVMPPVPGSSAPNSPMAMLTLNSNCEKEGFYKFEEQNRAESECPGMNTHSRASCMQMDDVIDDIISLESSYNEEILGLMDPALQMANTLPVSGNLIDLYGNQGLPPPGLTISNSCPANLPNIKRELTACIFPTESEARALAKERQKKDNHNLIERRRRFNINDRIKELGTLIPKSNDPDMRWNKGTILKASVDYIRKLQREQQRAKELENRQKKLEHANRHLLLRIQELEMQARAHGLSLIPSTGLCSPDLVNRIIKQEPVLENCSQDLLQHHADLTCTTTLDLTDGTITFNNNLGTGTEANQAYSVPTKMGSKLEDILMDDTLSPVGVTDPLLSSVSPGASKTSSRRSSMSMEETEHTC
# * = called active by the depositor; x = no result given. An unsorted share of the library (roughly 3.4% active in at least one column).
SMILES,FBW7 act,GPR151 activ,TEAD-YAP block,MITF primary
CCN(CC)Cc1cc(CN[C@H]2C[C@H]3C(=O)N[C@H](CC(C)C)C(=O)N3C2)ccc1OC,0.8,-0.6,-3,17
O=C(COc1ccc(Cl)cc1)Nc1c2c(nn1-c1cccc(Cl)c1)CS(=O)(=O)C2,-0.1,0.6,-4,5
Nc1cc(C(F)(F)F)ccc1NCCC(=O)O,0.0,1.8,-2,-5
COc1ccc(/C=C2\SC(=S)N(C)C2=O)cc1OC,-0.2,1.1,5,-25
C=CCOc1cccc(C(=O)NCCN2Cc3ccccc3OC(C)C2)c1 (centres undefined),0.0,-0.2,13,-2
CC(C)(C)C1CCc2[nH]c(=S)c(C#N)cc2C1 (centres undefined),0.0,-1.5,4,-3
CCOc1cccc(NC(=O)Oc2ccc([N+](=O)[O-])cc2)c1,-0.2,-0.3,-10,-5
Cc1ccc(S(=O)(=O)N(C)Cc2ccc(C(=O)N/N=C3\CCCC(=O)C3)cc2)cc1,0.1,-2.5,11,-5
COc1ccc(S(=O)(=O)NCC2CCC(C(=O)NCCCN3CCOCC3)CC2)cc1 (centres undefined),0.2,-0.1,-4,15
Cc1ccc(F)cc1CN1C(=O)CCC1CCNCc1cc2c(cc1Cl)OCO2 (centres undefined),-0.2,-0.1,10,-1
O=C(N/N=C/c1ccc(O)c(O)c1O)c1cc(-c2ccccc2)n[nH]1,-1.1,1.0,10,26
NC(=O)c1ccc(/C=N/Nc2cccc(C(=O)Nc3ccc(N4CCOCC4)cc3)c2)c(F)c1,-0.1,-0.9,-21,-9
CCOc1ccc(C(=O)N2CCN(c3ccc([N+](=O)[O-])c(NC4CC4)c3)CC2)cc1,0.1,0.1,2,10
CCOC(=O)C1=C(C)N=c2s/c(=C/c3ccc(N(CC)CC)o3)c(=O)n2C1c1ccccc1OC (centres undefined),0.0,-0.3,11,7
O=S(=O)(c1cccc2cccnc12)N1CCCCCC1,0.1,-1.9,-4,-7
COC(=O)CNC(=O)CN1C(=O)c2ccccc2C1=O,0.1,1.6,8,-2
O=C(C[n+]1cccc(/C=N/O)c1)NCc1ccccc1,0.1,1.7,-3,4
COc1ccc2c(c1)c(CCN1C(=O)c3ccccc3C1=O)cn2C(=O)c1ccco1,0.1,-1.0,2,1
COC(C(=O)N1CCc2c(cnc(C)c2CNC(=O)c2ccsc2)C1)c1ccccc1 (centres undefined),-0.2,-0.2,0,-6
CCC(=O)Nc1ccc(C(=O)N2CC(C)OC(C)C2)cc1 (centres undefined),0.1,0.6,-7,-2
O=C1N[C@@H](CO)C(=O)N2CCN(C(=O)c3ccccc3Cl)C[C@H]12,-0.1,-0.9,-1,6
CCn1c(NCc2cccc(OC)c2)nc2ccccc21,0.6,1.4,-18,18
CCNc1nc(NCCc2ccc(OC)cc2)nc(N(CC)CC)n1,0.2,0.8,-4,20
CC1=C(C(=O)Nc2ccccc2)C(c2ccc(C)o2)N2C(=O)CSC2=N1 (centres undefined),-0.2,-1.3,-1,1
OCC(CO)(CO)NCc1ccc(-c2ccccc2)cc1,0.0,1.0,-8,-5

# 6 entries drawn at random from the list so far, as already listed:
SMILES,FBW7 act,GPR151 activ,TEAD-YAP block,MITF primary
O=C(N/N=C/c1ccc(O)c(O)c1O)c1cc(-c2ccccc2)n[nH]1,-1.1,1.0,10,26
CCOc1ccc(C(=O)N2CCN(c3ccc([N+](=O)[O-])c(NC4CC4)c3)CC2)cc1,0.1,0.1,2,10
COc1ccc(S(=O)(=O)NCC2CCC(C(=O)NCCCN3CCOCC3)CC2)cc1 (centres undefined),0.2,-0.1,-4,15
COc1ccc2c(c1)c(CCN1C(=O)c3ccccc3C1=O)cn2C(=O)c1ccco1,0.1,-1.0,2,1
CCN(CC)Cc1cc(CN[C@H]2C[C@H]3C(=O)N[C@H](CC(C)C)C(=O)N3C2)ccc1OC,0.8,-0.6,-3,17
O=C(C[n+]1cccc(/C=N/O)c1)NCc1ccccc1,0.1,1.7,-3,4

# The listing picks up, starting 5 compounds before the break.
SMILES,FBW7 act,GPR151 activ,TEAD-YAP block,MITF primary
O=C1N[C@@H](CO)C(=O)N2CCN(C(=O)c3ccccc3Cl)C[C@H]12,-0.1,-0.9,-1,6
CCn1c(NCc2cccc(OC)c2)nc2ccccc21,0.6,1.4,-18,18
CCNc1nc(NCCc2ccc(OC)cc2)nc(N(CC)CC)n1,0.2,0.8,-4,20
CC1=C(C(=O)Nc2ccccc2)C(c2ccc(C)o2)N2C(=O)CSC2=N1 (centres undefined),-0.2,-1.3,-1,1
OCC(CO)(CO)NCc1ccc(-c2ccccc2)cc1,0.0,1.0,-8,-5
Cc1oc(-c2cccs2)nc1CN1CCN(Cc2ccc(F)c(F)c2)C(CCO)C1 (centres undefined),0.2,-1.1,19,4
Cc1cccc(C(=O)N2CCN3C(=O)[C@H](CO)N(C)C(=O)[C@H]3C2)c1,0.8,-1.5,-2,12
C=CCNC(=S)N(Cc1ccc(OC)c(OC)c1)C1CCS(=O)(=O)C1 (centres undefined),-0.1,-0.7,-1,-10
COc1cccc(C2CC(c3cccs3)=NN2C(=O)CSc2nnc(CNC(=O)c3cccc(C)c3)n2Cc2ccccc2)c1OC (centres undefined),0.0,0.6,3,-5
CCCc1cc(=O)oc2cc(OCc3ccc(Cl)cc3)ccc12,-0.1,0.8,-1,-4
Cc1ccc(C(=O)CCC(=O)NNC(=O)COc2ccccc2C#N)cc1,-0.1,-1.6,-2,-9
O=C1C2C(C(=O)N1/N=C/c1c(O)ccc3ccccc13)C1C=CC2C12CC2 (centres undefined),0.1,-0.5,10,8
COc1cccc(-c2ccc(=O)n(CC(=O)Nc3ccc(Cl)c(C(F)(F)F)c3)n2)c1,0.2,18*,-2,-7
CCOc1c([N+](=O)[O-])cc(C(C)(C)C)cc1[N+](=O)[O-],0.5,0.4,-12,3
CCCn1c2ccccc2c2nnc(SCc3[nH]c(=O)[nH]c3C(=O)CCCCC(=O)OCC)nc21,0.0,-1.3,-3,-13
O=C1NC(=O)C(C(c2ccccc2O)c2c(O)[nH]c(=O)[nH]c2=O)C(=O)N1 (centres undefined),-1.0,-1.4,-5,-10
Cc1nn(-c2ccccc2)c2nc3c(cc12)C(=O)CC(C)(C)C3,0.0,-0.5,-1,9
COC(=O)C1=C(C)NC(=O)NC1c1ccc(OC(F)F)c(OC)c1 (centres undefined),0.1,3.2,-2,0
COc1ccccc1NC(=O)c1ncn[nH]1,0.0,1.0,0,-12
O=C(N/N=C/c1ccco1)c1ccc2ccccc2n1,0.0,0.9,-29,8
CC1CC2(C)CC(C(=O)O2)C1C(=O)OCCCCCCCl (centres undefined),0.3,0.0,-6,-5
COc1cc(C2C3=C(CCCC3=O)OC3=C2C(=O)CCC3)ccc1OCC(N)=O,-0.2,0.3,-4,-11
CCCOC(=O)c1c(NC(=O)/C=C/C(=O)O)sc2c1CCCC2,0.0,-0.8,37*,5
COc1cccc(CN2CCNC(=O)C2CC(=O)NCCSC)c1OC (centres undefined),0.0,-0.5,2,5
CCn1c(SC)nnc1C1CCCN(Cc2cccnc2)C1 (centres undefined),0.0,-0.1,9,-4
Cc1ccc(C2N(Cc3ccccc3)CCN2Cc2ccccc2)s1,0.1,-0.6,-2,9
COc1ccc2c(c1)OCC(Cc1ccc(OC)c(O)c1)C2=O (centres undefined),0.1,3.1,50*,1
COc1cc(CNC2CCCN(c3nc(C)c4cc(F)ccc4n3)CC2)cc(OC)c1 (centres undefined),0.3,0.7,-4,-1
COc1ccc(OC)c(C(=O)c2ccc(C(=O)N3CCCCC3)cc2)c1,0.0,-0.5,7,3
O=C1CCCCc2scc([N+](=O)[O-])c2N1,0.0,-0.7,2,20
# Later entries:
SMILES,FBW7 act,GPR151 activ,TEAD-YAP block,MITF primary
Nc1ncnc2c1c1ccc([N+](=O)[O-])cc1c(=O)n2Cc1ccccc1,-0.1,3.1,24,1
CC(=O)OC[C@H]1O[C@H](C/C=N/O[C@@H](C)CN2CCCc3nc(C)c(C)cc32)C=C[C@@H]1OC(C)=O,0.0,2.2,x,0
O=C(CN1C(=O)CCc2ccccc21)NCCc1ccccc1,-0.1,1.1,-12,-17
O=c1c2nnn(-c3cccc(F)c3)c2ncn1Cc1cccnc1,0.2,-0.5,-5,6
CCN(CC)CCNc1ncnc2c1cnn2C,-0.4,0.3,-8,-7
C/C=C(\C)CN1CCc2c(C(=O)OC)c(OCc3ccc(F)cc3)cc(=O)n2CC1,-0.1,0.5,-23,0
Cc1cc(C)nc(NC(=O)COc2ccc(C(C)C)cc2)n1,0.1,0.4,-4,-3
CCC(=O)N1CCN(c2ccc(NC(=O)COc3cccc(C)c3)cc2)CC1,-0.1,-0.4,5,19
CCOc1cc2c(C#N)c(N3CCN(CC)CC3)nc(N)c2c(N)n1,0.1,1.6,4,3
C=CCc1cccc(/C=N/NC(=O)c2ccc(OC)c(OC)c2)c1O,-0.1,0.5,13,16
CCOC(=O)c1ccc(N=Cc2c(O)n(CC)c(=S)n(CC)c2=O)cc1,0.0,-0.5,3,13
CCc1cccc(NC(=O)C2CC2c2ccccc2)c1 (centres undefined),1.2,-0.7,-15,16
COc1ccc(N2CCN(C(=O)c3nnn(-c4ccccc4)c3CSc3ncccn3)CC2)cc1,0.0,1.9,15,-13
CC(C)(C)C(=O)CSc1nnc(-c2ccc3c(c2)OCO3)o1,0.0,-2.5,-65,7
Cc1nn(C(=O)c2nn(C)cc2Cl)c(C)c1Br,0.2,0.0,12,15
CCSc1nc2scc(C(F)(F)F)n2c(=O)c1C(=O)Nc1cccc(N(C)C)c1,0.1,-0.2,0,15
O=C1c2cccnc2C(=O)N1Cc1ccc(S(=O)(=O)NC2CCCC2)s1,-0.3,3.4,0,9
CC(=O)Nc1ccc(NC(=O)CN2CCC(c3nc4ccccc4[nH]3)CC2)cc1,0.0,0.3,2,-3
O=C1NN(c2ccc(F)cc2)C(=O)/C1=C\c1ccc(-c2cc([N+](=O)[O-])ccc2O)o1,0.3,-0.6,-4,-3
O=C(NC1CCCCCCC1)c1cnccn1,0.0,1.4,-4,-1
C[C@H]1Cc2c(-c3ccccc3)nc3c(c2CO1)CN(C(=O)Cc1cccs1)CC3,-0.1,-0.9,x,-9
CC(C)(C)NC(=O)C1C2CCCCC21 (centres undefined),0.1,0.7,-11,-16
Cc1ccc(C)c(NC(=O)C2CCCN2C(=O)NC2CCCCC2)c1 (centres undefined),0.1,-0.3,2,2
CCc1ccccc1NC(=O)C1CCN(S(=O)(=O)c2ccc3c(c2)oc(=O)n3C)CC1,0.1,-0.4,-3,-29
CC(NC(=O)c1c(O)c2ccccc2n(C)c1=O)c1ccccc1 (centres undefined),0.2,-1.1,-2,6
# Continued:
SMILES,FBW7 act,GPR151 activ,TEAD-YAP block,MITF primary
O=C(CC12CC3CC(CC(Br)(C3)C1)C2)N1CCN(c2ccccn2)CC1,0.0,-0.8,0,1
Cc1cccc(S(=O)(=O)N2CCN(c3cc(-n4cccn4)nc(C)n3)CC2)c1,-0.1,0.8,-5,11
Cn1c(=O)c2c(nc(Br)n2Cc2ccccc2)n(C)c1=O,0.0,-1.2,12,-8
COCCNC(=O)Cc1ccc(C)cc1,-0.3,-0.5,3,-4
CC1=CC(C)(C)N2C(=O)C3(C(C#N)=C(N)N4C(=C3C#N)Nc3ccccc34)c3cc(C)cc1c32 (centres undefined),0.9,-2.4,12,20
O=C(O)CN1C(=O)CCS(=O)c2ccccc21 (centres undefined),0.6,1.0,-1,4
CCOC(=O)C1=C(C)N=c2s/c(=C\c3ccc(-c4ccccc4C(=O)O)o3)c(=O)n2C1c1ccccc1OC (centres undefined),0.0,5.7*,10,12
CCN(CC)CCNC(=O)C12CC3CC(C)(CC(C)(C3)C1)C2,1.0,-0.3,-1,13
O=C(Cn1cc(C(F)(F)F)ccc1=O)N/N=C/c1ccco1,0.0,-1.2,3,4
Cc1cccnc1/N=C/c1nc(-c2ccc(Br)cc2)oc1O,0.1,0.1,-11,4
CCOc1ccc(Nc2nc(-c3ccc(Cl)cc3)cs2)cc1,0.4,-0.3,-11,8
CCC(Oc1ccccc1)C(=O)Nc1cccc(C#N)c1 (centres undefined),0.1,-1.7,2,-3
CCN(CC)C(=O)C1CCCN(c2nc(Nc3ccccc3)c3ncn(-c4ccsc4)c3n2)C1 (centres undefined),0.0,0.0,33*,11
Cc1cc(C)cc(N(CC(=O)Nc2cc(C)[nH]n2)S(=O)(=O)c2c(C)noc2C)c1,0.0,2.7,-9,14
C=CCN(CC=C)S(=O)(=O)c1ccc(C(=O)Nc2nc3c(s2)CCC3)cc1,-0.1,1.9,18,-4
O=C(NCc1nc2ccccc2[nH]1)c1cccc(Nc2cnccn2)n1,-0.2,1.3,5,13
Cc1ccc(-c2nc(N)n(C(=O)Cc3ccccc3)n2)cc1,-0.2,-0.3,-3,-8
COCCNc1ncc2c(n1)c(=O)c(C#N)c1[nH]c3ccc(Br)cc3c(=O)n12,0.4,0.1,5,-9
Nc1nc(F)cc(N2CCCCC2)n1,0.3,-0.1,-3,-2
CN(C)c1cccc(Nc2cc(C(=O)NC3CCN(Cc4ccccc4)CC3)c3ccccc3n2)c1,0.0,1.6,-5,-4
CC(C)CCn1c(NCc2ccco2)nc2c1c(=O)[nH]c(=O)n2C,-0.1,-0.7,4,15
CN(c1ccccc1)S(=O)(=O)c1ccc(C(=O)Nc2nc(-c3nc4ccccc4s3)cs2)cc1,0.1,-0.3,-9,-17
O=C(NCc1ccc(F)cc1)N1CCC(c2nc3ccccc3[nH]2)CC1,0.0,-0.1,6,4
